Source: PubChem BioAssay (National Center for Advancing Translational Sciences (NCATS))
UDG counterscr: UDG inhibition counter-screen; FRET deamination/UDG coupled assay, UDG read, 4 h; Potency, µM (highest dose often 115 µM), without a hit: at the highest dose activity change, negative = inhibition, usual class: inhibitors; 91,000 tested, 0.14% active; further: nearly all actives have a fitted effect of over 65% in size
AID inh: blocks human AID cytidine deaminase activity. Q9GZX7. AID deamination FRET fluorescence, UDG-coupled, 4 h. Potency, µM (top dose mostly 115 µM), for the others: at the highest dose activity change, negative = inhibition, hits mostly inhibitors. 91,000 tested, 0.32% active. AID 1347428; further: nearly all actives have a fitted effect of over 25% in size
Target sequence (Q9GZX7 whole entry, looked up): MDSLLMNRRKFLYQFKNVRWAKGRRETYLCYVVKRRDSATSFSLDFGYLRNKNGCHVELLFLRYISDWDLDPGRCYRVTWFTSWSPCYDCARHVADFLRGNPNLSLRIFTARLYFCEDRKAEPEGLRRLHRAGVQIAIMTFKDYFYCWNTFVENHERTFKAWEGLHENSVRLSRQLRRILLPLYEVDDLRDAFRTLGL
An asterisk follows results filed as active; ? = inconclusive; & = joins results of further samples; [ ] = another dose, or the depositor's remark. The call rests on the fitted dose curve; in most records, active means well fitted curve in the direction sought with a large enough effect; inconclusive means small, poorly fitted or top-dose-only effect, or another doubt; inactive means no such curve, though single readings can be large; an effect the other way counts as inactive or inconclusive. On the % scale 0 is the no-effect control and ±100 the full control effect; potency means the concentration at half of the fitted maximal effect.

The line under a structure holds: UDG counterscr, AID inh
- N#C/C(=C\c1ccc(O)c(Br)c1)c1nc2ccccc2[nH]1
    -5%, 7%
- Cc1cc(Nc2ccccc2Cl)n2nc(-c3ccco3)nc2n1
    -5%, ?
- CCCN(C(=O)c1cn(C)c(=O)c2cc(OC)c(OC)cc12)c1ccc(CC)cc1
    -2%, 30%
- CCOC(=O)COc1ccc(/C=C(\C#N)c2nc3ccc(C)cc3[nH]2)cc1OC
    21%, 19%
- COc1ccc(-c2cc(C(=O)NCC(O)CO)c3ccccc3n2)cc1 (stereo not given)
    38%[activator], -8%
- O=C(NCC(O)c1ccccc1)C1CCC(CNS(=O)(=O)c2ccc(Cl)cc2)CC1 (stereo not given)
    -1%, 1%
- O=C(/C=C/c1cccc2cccnc12)OCc1cc(-c2ccc(Cl)cc2)no1
    -3%, -1%
- O=C(NCc1ccc(C(=O)N2CCCCCC2)cc1)c1cc2ccccc2oc1=O
    2%, -13%
- O=C(CSc1ccc2c(c1)OCCCO2)Nc1ccc2c(c1)CCC2
    1%, -9%
- CCOC(=O)c1oc2c(c1C)-c1nn(Cc3ccccc3Cl)cc1CC2
    -3%, 29%
- Nc1nccnc1C(=O)NCC(=O)OCc1ccccc1
    2%, -3%
- Cc1ccc(-c2sc(C(=O)Nc3ccc(Br)cc3)cc2CC(=O)O)cc1
    10%, ?
- Cc1ccc(NC(=S)Nc2ccc(S(=O)(=O)Nc3ccccc3)cc2)cc1
    3%, 1%
- CCCCCCCCCC(=O)NN=C1CCCCCCCCCCC1
    3%, -3%
- CCOC(=O)N1CCC(NC(=O)C(CC)n2nc(C)c3sc4ccccc4c3c2=O)CC1 (stereo not given)
    -10%, -8%
- Cn1c(=O)c2nc(SCC(=O)O)n(Cc3ccccc3)c2n(C)c1=O
    -3%, -9%
- CCCNC(=O)CCNC(=O)NCc1nc2c(cnn2-c2ccccc2)c(=O)[nH]1
    -2%, 8%
- CSc1ncc(C(=O)Nc2ccc(Cl)cc2)c(C(F)(F)F)n1
    5%, 0%
- Cc1[nH]c2ccccc2c1C(=O)CN1C(=O)CC2(CCCC2)C1=O
    2%, -6%
- Cc1ccc(C=Nc2ccc(-c3ccc(N=Cc4ccc(C)s4)cc3)cc2)s1
    -11%, 10%

An excerpt from above in order of their number in AID inh, ascending:
SMILES,AID inh
Cn1c(=O)c2nc(SCC(=O)O)n(Cc3ccccc3)c2n(C)c1=O,-9%
Cc1[nH]c2ccccc2c1C(=O)CN1C(=O)CC2(CCCC2)C1=O,-6%
Nc1nccnc1C(=O)NCC(=O)OCc1ccccc1,-3%
CSc1ncc(C(=O)Nc2ccc(Cl)cc2)c(C(F)(F)F)n1,0%
Cc1ccc(NC(=S)Nc2ccc(S(=O)(=O)Nc3ccccc3)cc2)cc1,1%
Cc1ccc(C=Nc2ccc(-c3ccc(N=Cc4ccc(C)s4)cc3)cc2)s1,10%

Carrying on.
The line under a structure holds: UDG counterscr, AID inh
- CCOc1ccc(CNC(=O)CCS(=O)(=O)c2ccc3c(c2)oc(=O)n3C)cc1
    3%[57.5 µM], 40%[activator][57.5 µM]
- COc1cccc(-n2c(=O)c3c(C)c(C(=O)N(C)C)sc3n(Cc3ccc(F)cc3Cl)c2=O)c1
    -5%[57.5 µM], 3%
- O=C(Cn1c(=O)nc(-c2ccccc2)c2cc(Cl)ccc21)N1CCN(c2ccccc2F)CC1
    -7%, 3%
- COCCN1CN=C(NS(=O)(=O)c2ccc(C)cc2)NC1
    9%, 13%
- Cc1[nH]c2ccccc2c1C(=O)C(=O)N1CCC(C(=O)N2CCCC2)CC1
    7%, 3%
- COc1ccccc1Nc1c2c(nc3ccc(NC(=O)/C=C/c4cccc(OC)c4OC)cc13)CCCC2
    -15%, ?
- CCCCCCCCCCCCS(=O)(=O)CC(Cl)CO (stereo not given)
    -3%, -6%
- COc1ccc2cc(CNc3ccc(OC)c(OC)c3)c(=O)n(CC(=O)Nc3ccc(C)cc3)c2c1
    -2%, 5%
- COc1ccc(CNC(=O)C(F)(F)F)cc1
    -3%, 3%
- COc1ccc(-c2nc(Cn3c(SCc4cccc(F)c4)nc4cccnc43)c(C)o2)cc1
    -17%[57.5 µM], ?
- CC(C)OCCCNC(=O)c1ccc(CSc2nc3cccnc3n2Cc2ccccc2)cc1
    -5%, -13%
- CCOc1ccc(OCC)c(NC(=O)c2cnc(SC)nc2-c2ccccc2)c1
    -12%[57.5 µM], 35%[activator]
- Cc1ccccc1-c1ncnn1-c1sc2c(c1C#N)CCCCC2
    -4%[57.5 µM], -9%[57.5 µM]
- CCOC(=O)N1CCC(NC(=O)c2cnn(-c3ccc(C)cc3)c2-n2cccc2)CC1
    8%[57.5 µM], 6%
- Cc1ccc(NC(=O)c2oc3ccc(S(=O)(=O)N4CCCCC4)cc3c2C)cc1C
    1%, -5%
- COc1ccc(Nc2ncc(C(=O)Nc3cccc(Cl)c3)c3ccccc23)cc1
    -28%, -18%
- Cc1ccc(-c2nc3ccccc3n2CCNC(=O)NCC(C)C)cc1
    40%[activator], -3%
- N#Cc1nc(-c2ccccc2Cl)oc1N1CCCCCC1
    -12%, ?
- Cc1cc(O)c(C2CCCCC2)cc1C1CCCCC1
    -4%, -9%
- Cc1cccc(CSc2nc3ccncc3n2Cc2ccc(C(=O)O)cc2)c1
    -21%, -8%
- CCCc1nn(C)c2c(=O)[nH]c(-c3cc(S(=O)(=O)Nc4ccc(C)cc4C)ccc3OCC)nc12
    1%, -9%
- O=C(CSc1nccnc1N1CCN(c2ccc(F)cc2)CC1)Nc1ccc(F)cc1
    -5%, -9%
- Cc1ccc2c(CSc3nncn3C)cc(=O)oc2c1
    -1%, 4%
- COc1ccc(-c2cc(C(F)(F)F)nc(SCC(=O)N3CCCCC3)n2)cc1OC
    2%, -5%
- COc1ccc(C2CC(c3ccccc3NS(C)(=O)=O)=NN2C(=O)c2cccs2)cc1 (stereo not given)
    0%, -6%
- Cc1ccc2c(c1)c1c(c(=O)n(Cc3ccccc3)c(=O)n1Cc1ccccc1F)n2C
    8%, ?
- Nc1ccc(Sc2ccccc2Cl)cc1
    -2%, -12%
- O=C1CC(c2ccc3c(c2)OCO3)c2c(n[nH]c2Nc2ccccc2)N1 (stereo not given)
    8%, 3%
- COc1ccc(N2CN(CCCN(C)C)Cn3c2nc(C)c(C)c3=O)cc1
    9%, -5%
- COc1ccccc1N1CCN(CCCNC(=O)c2nnc(Cc3ccc(F)cc3Cl)o2)CC1
    6%, 3%
- CCCCOc1ccc2ccccc2c1/C=C(/C#N)c1nc2ccccc2[nH]1
    4%, 4%
- c1ccc2c(c1)OCCOCCOCCOCCOc1ccccc1OCCO2
    0%, -6%
- CCC(CC)C(=O)Nc1nnc(S(=O)(=O)N2c3ccccc3CC2C)s1 (stereo not given)
    -5%, 1%
- Cc1ccc(N(Cc2cc3ccccc3[nH]c2=O)C(=O)C(C)(C)C)cc1C
    3%, -3%
- Cc1cccc(C(=O)NC(Nc2cccc(Cl)c2)C(Cl)(Cl)Cl)c1 (stereo not given)
    -11%, -3%
- O=Cc1cc(Cl)c(OCc2ccc(C(=O)O)cc2)c(Cl)c1
    -8%, -22%
- O=c1n(Cc2ccccc2Cl)c2ccccc2c2nc(-c3ccccc3)nn12
    2%[57.5 µM], 1%
- Cc1ccc(C(=O)COC(=O)c2cc3ccccc3oc2=O)cc1
    2%, 7%
- COc1ccccc1C(=O)NC(=O)Nc1ccc(-n2nc(C(F)(F)F)cc2C(F)(F)F)cc1
    -11%, -19%
- CCOC(=O)COc1cc(OCc2ccccc2)c2c(=O)cc(-c3ccccc3)oc2c1
    1%, -3%

Pulled by compound from the list above (four):
The line under a structure holds: UDG counterscr, AID inh
- Cc1cccc(C(=O)NC(Nc2cccc(Cl)c2)C(Cl)(Cl)Cl)c1 (stereo not given)
    -11%, -3%
- O=Cc1cc(Cl)c(OCc2ccc(C(=O)O)cc2)c(Cl)c1
    -8%, -22%
- Cc1ccc(C(=O)COC(=O)c2cc3ccccc3oc2=O)cc1
    2%, 7%
- c1ccc2c(c1)OCCOCCOCCOCCOc1ccccc1OCCO2
    0%, -6%

Whole records, looked up by structure. Order of screens: UDG counterscr, AID inh
Record of `Cc1ccc(C(=O)COC(=O)c2cc3ccccc3oc2=O)cc1` : 2%, 7%
Record of `CCOC(=O)COc1cc(OCc2ccccc2)c2c(=O)cc(-c3ccccc3)oc2c1` : 1%, -3%
Record of `O=c1n(Cc2ccccc2Cl)c2ccccc2c2nc(-c3ccccc3)nn12` : 2%[57.5 µM], 1%
Record of `Cc1cccc(C(=O)NC(Nc2cccc(Cl)c2)C(Cl)(Cl)Cl)c1` (stereo not given) : -11%, -3%
Record of `O=Cc1cc(Cl)c(OCc2ccc(C(=O)O)cc2)c(Cl)c1` : -8%, -22%

(cont.)
The line under a structure holds: UDG counterscr, AID inh
- CCn1c2ccccc2c2cc(CNC34CC5CC(CC(C5)C3)C4)ccc21
    -5%, ?
- Oc1ccc2ccccc2c1C=NCCc1ccccc1
    -24%, 46%[activator]
- Cc1c(F)cc(C(N)=O)cc1NS(=O)(=O)c1cc(F)ccc1F
    -3%, 6%
- COc1ccc(-n2nc(C(=O)Nc3ccc(Br)cc3C)c3c4ccccc4n(C)c3c2=O)cc1
    6%, 31%[activator]
- COc1ccc2c(c1)CC(NC(=O)Nc1cc(Cl)ccc1OC)CO2 (stereo not given)
    -13%, -2%
- CN(C)C(CNC(=O)CCc1ncc(-c2ccccc2)o1)c1ccco1 (stereo not given)
    1%, 10%
- C=C(Br)CNCc1ccccc1
    -1%, 11%
- COc1ccc(CNC(=O)CN2N=C(c3ccc(Cl)cc3)CCC2=O)cc1
    -3%, -5%
- CCCOc1ccc(C(N)C(=O)OCC)cc1 (stereo not given)
    1%, 6%
- O=C(NCCSc1c[nH]c2ccccc12)c1ccc(Cl)cc1
    -2%, -20%
- COc1cc(C(=O)Oc2ccc3c(=O)c(Oc4cccc(C)c4)coc3c2)cc(OC)c1OC
    -10%, 0%
- COc1ccc(-c2nn3c(c2C)NC(=O)CC3C(=O)Nc2ccc(C)cc2)cc1 (stereo not given)
    0%, -9%
- Cc1cccc(N2CCN(Cc3ncc(-c4ccccc4)o3)CC2)c1C
    -2%, -8%
- O=C(N/N=C1/CCc2ccccc21)c1ccc(F)cc1
    5%, 6%
- CCOc1ccc(C(C)=O)cc1COC(=O)C(C)NC(=O)c1ccccc1 (stereo not given)
    1%, -1%
- Cn1c(=O)c2c(nc(N3CCN(C(=O)c4ccccc4)CC3)n2Cc2ccccc2)n(C)c1=O
    -6%, 0%
- CC(N)c1ccc(OC(F)F)cc1 (stereo not given)
    0%, 1%
- CCc1ccc(NC(=O)C(C#N)=C2CCC(C(C)(C)C)CC2)cc1 (stereo not given)
    0%, 7%
- CC(C)(C)OC(=O)N1CCC(c2nnc(SCc3ccccc3)o2)CC1
    0%, -14%
- COc1ccc2ccc(OC(=O)CCNC(=O)C(C)(C)C)cc2c1
    -5%, -4%
- Cc1cc(C)c(NC(=O)Cn2ccn(-c3cccc(Cl)c3)c(=O)c2=O)c(C)c1
    3%[57.5 µM], -18%
- Cc1cc(C(=O)N2CCCCCC2)sc1C
    -5%, -2%
- CCOc1ccc(NC(=O)Cc2ccc(NC(=O)N3CCCCc4ccccc43)cc2)cc1
    ?, 5%
- CCCCCCC(=O)Nc1cc2nc3c(nc2cc1C)c(=O)n(C)c(=O)n3C
    -6%[57.5 µM], 21%
- CCN(CC)CCCOC(=O)c1ccc(OC)cc1O
    -7%, -8%
- Cc1ccccc1CN1C(=O)C(O)(CC(=O)c2cccnc2)c2ccccc21 (stereo not given)
    5%, -7%
- Cn1c(=O)c2c(-c3ccccc3)n3c(c2n(C)c1=O)C(c1ccc([N+](=O)[O-])cc1)Nc1ccccc1-3 (stereo not given)
    ?, ?
- O=C(O)CCNC(=O)c1cc(C2CC2)nc2ccccc12
    -2%, 5%
- CCCCN(CCCC)C(=O)c1cc2c(=O)n3cccc(C)c3nc2s1
    -11%[57.5 µM], ?
- Cc1cc(O)c2c(CN3CCN(Cc4ccccc4)CC3)cc(=O)oc2c1
    -1%&-1%, -6%&4%

Only part of the results is shown; the hit share may differ from the screen's.
